# Compound activity (PubChem)
# Nrf2 activator: qHTS of Nrf2 Activators; AREc32 ARE-luciferase reporter (MCF7-derived line), luminescence, 24 h; Potency, µM (series often up to 46.1 µM), for inactives: at the top dose activation, usual class: activators; 410,000 tested, 0.31% active; AID 624171, 2012; note: potency is the fitted concentration of half-maximal effect; % of control where 0% means no effect; nearly all actives have a fitted effect of over 65% in size
#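 For detection, Steady-Glo was added and plates sat 30 min at RT; before that, AREc32_Fluc cells grown overnight in OPTI-MEM/5% FBS had been treated with 23 nL compound for 24 hr at 37 deg C.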
# CCT chaperon mod: High-Throughput Screening for Modulators of Cytosolic Chaperonin Activity; purified chaperonin ATPase assay, HTRF ADP detection, 30 min; activity change, % (concentration not given with the values), hits read low; 360,000 tested, 0.3% active; in the data active = activity change below about -30%; note: % is set by controls: 0 for no effect and ±100 for the full control effect
#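 TRiC (40 or 20 nM final, by batch activity) in 30 mM Tris pH 7.4, 100 mM KCl, 5 mM MgCl2, 1 mM DTT was treated with compound at 76 uM single dose, then 10 uM ATP, 30 min at 37 °C. ADP was read by HTRF Transcreener.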
# TGFb inhibitor: qHTS for Inhibitors of TGF-b; 410,000 tested, 1.2% active; HepG2 CAGA-GFP TGF-b/SMAD3 reporter, GFP fluorescence, 18 h; TGF-beta stimulated, 500 pg/mL final; Potency, µM (series often up to 46.1 µM), without a hit: at the top dose activity, negative = inhibition, usual class: inhibitors; note: potency is the fitted concentration of half-maximal effect; % is set by controls: 0 for no effect and ±100 for the full control effect; nearly all actives have a fitted effect of over 65% in size
#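 HEPG2 CAGA-GFP, 1000 cells/well; 2 h settle, 37 C; cpd via pin tool; TGF-b 500 pg/mL final; 18 h, 37 C; GFP imaging ex488/em500-530; %Activity normalised to -TGF-b and +DMSO controls; CRC fit, curve class.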
# A549 viability: Nrf2 qHTS screen for inhibitors: counterscreen for cytotoxicity; A549 ARE-Fluc cells, CellTiter-Fluor viability, 18-24 h; Potency, µM (highest dose often 46 µM), for the others: at the highest dose activity change, negative = cytotoxicity, hits mostly inhibitors; 390,000 tested, 0.16% active; note: potency is the fitted concentration of half-maximal effect; % is set by controls: 0 for no effect and ±100 for the full control effect
#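 A549 ARE_Fluc cells in 5% FBS OPTI-MEM were exposed to compounds in concentration-response for 18-24 h at 37 deg C. Viability was read by CellTiter-Fluor fluorescence (Ex 405/Em 525) after 30 min, before the luciferase read.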
# pAkt inh: HTS Assay for Inhibitors of Akt Phophorylation: Primary Screen | Neuro2A IGF-stimulated pAkt S473 HTRF, 20 min; stronger effect = lower value | activity change, % for hits at 50 µM | 360,000 tested, 0.32% active | AID 651550, 2012; in the data active = activity change below about -80%; inconclusive = mostly about -51% to -80%; note: % is set by controls: 0 for no effect and ±100 for the full control effect
#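 Neuro2A cells in DMEM with 0.5% FBS, overnight at 37 deg C, given compound at single 50 µM final, then IGF (6 nM final) for 20 min at 37 deg C. Lysed; phospho-Akt Ser473 by HTRF after 24 h, 665/615 ratio.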
# S2 tox: Viability Counterscreen for Primary qHTS for Inhibitors of ATXN expression | S2 cells (HEK-293 line with an ATXN2-luciferase reporter) viability, CellTiter-Fluor protease fluorescence, 24 h | Potency, µM (series often up to 56.7 µM), most hits filed as cytotoxic | 400,000 tested, 0.49% active | AID 651635, 2014; note: potency is the fitted concentration of half-maximal effect; nearly all actives have a fitted effect of over 40% in size
# Nrf2 block: Nrf2 qHTS screen for inhibitors | A549 ARE-Fluc reporter, luciferase luminescence, 18-24 h | Potency, µM (highest dose often 46 µM), without a hit: top-dose activity change, negative = inhibition, usual class: inhibitors | 360,000 tested, 2.1% active; note: potency is the fitted concentration of half-maximal effect; % is set by controls: 0 for no effect and ±100 for the full control effect; nearly all actives have a fitted effect of over 60% in size
#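 A549 ARE_Fluc cells (5000/well, 5% FBS OPTI-MEM) pre-incubated 2 h, then treated with compounds 18-24 h at 37C/5% CO2 in concentration-response. CellTiter-Fluor viability read first; BugLite luciferase luminescence after 15 min at room temperature gives Nrf2 activity.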
# Mm-Cpn inhibitor: Inhibitors of TCP-1 ring complex (TRiC) of Methanococcus maripaludis (MmCpn): qHTS; 330,000 tested, 0.031% active; purified Mm-Cpn ATPase, ADP Transcreener TR-FRET; Potency, µM (series often up to 76.9 µM), for the others: at the highest dose activity, negative = inhibition, most hits filed as inhibitors; AID 504842, 2011; note: potency is the fitted concentration of half-maximal effect; % is set by controls: 0 for no effect and ±100 for the full control effect; nearly all actives have a fitted effect of over 80% in size
#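 Purified archaeal Mm-CPN (25nM final) preincubated 10 min at 37degC with compound, then 10uM ATP for 30 min at 37degC; ADP measured by HTRF Transcreener TR-FRET; buffer 30 mM TRIS pH 7.4, 100mM KCl, 5mM MgCl2, 1mM DTT.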
# HepG2 tox: qHTS for Inhibitors of TGF-b: Cytotox Counterscreen; HepG2 CAGA-GFP viability, ATP luminescence, 18 h; Potency, µM (top dose mostly 46.1 µM), for the others: top-dose activity change, negative = cytotoxicity, usual class: cytotoxic; 410,000 tested, 0.76% active; note: potency is the fitted concentration of half-maximal effect; some results filed as inactive show a strong effect at the top dose
#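 HepG2 CAGA-GFP cells (1000/well, DMEM with 1% FBS) received compound, then TGF-beta at 500 pg/mL final, and were incubated 18 hours at 37 degrees C. Viability was read by CellTiter-Glo luminescence. Media-only wells were set as complete cell-killing and DMSO as no toxicity.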
# An asterisk follows results filed as active; i = inactive; ? = inconclusive; nt = not tested or not shown. Unless noted, calls come from the whole dose curve; as a rule, active = well fitted curve in the direction sought with a large enough effect; inconclusive = small, poorly fitted or top-dose-only effect, or another doubt; inactive = no such curve, though single readings can be large; an effect the other way counts as inactive or inconclusive. No enrichment for hits, and some 4.4% of all compounds hit somewhere here.
nr	SMILES	Nrf2 activator	CCT chaperon mod	TGFb inhibitor	A549 viability	pAkt inh
1	CCCC(=O)c1ccc(N2CCN(C(=O)c3ccc(Br)cc3)CC2)c(F)c1	-0.7%	-0.9	-13%	-19%	nt
2	C/C(=C\C(=O)c1ccccc1)Nc1ccc(Cl)c(Br)c1	4.9%	2.2	25%	-7%	i
3	CC(C)c1ccc(/C=N/NC(=O)c2nnn(-c3nonc3N)c2CSC2=NCCS2)cc1	19%	-3.2	-14%	0%	i
4	CCOC(=O)C1CCCN(C(=O)c2ccc([N+](=O)[O-])c(C)c2)C1 (stereo unspecified)	0.4%	0.7	-16%	?	i
5	COc1ccc(NC(=O)Nn2cnnc2)cc1OC	0.8%	-2.2	-2%	-3%	i
6	Cc1ccccc1OCCN1C(=O)C(=O)c2cccc(C)c21	0.3%	-1.3	0%	1%	i
7	Cc1ccc2[nH]c(CSc3nnc(NC(=O)c4ccc(Cl)cc4)s3)cc(=O)c2c1	-0.7%	nt	-12%	-3%	nt
8	O=C(Nc1cccc(S(=O)(=O)N2CCCCC2)c1)C1=NN(c2ccccc2)C(=O)CC1	1.4%	-0.1	-29%	0%	i
9	Cc1cccc(OCc2nnc(SCc3nc4cc(C(F)(F)F)ccc4c(=O)[nH]3)o2)c1	0.3%	-0.1	-15%	-20%	i
10	CCCCN(Cc1cc2ccccc2[nH]c1=O)S(=O)(=O)c1ccc(C)cc1	2.6%	0.5	?	-18%	i
11	CCOc1ccc(C(C)C)cc1S(=O)(=O)N1CCN(C(=O)c2ccco2)CC1	-1.0%	-0.4	-7%	1%	i
12	CCc1nnc(SCc2cccc(Cl)c2)c2cc3sccc3n12	11%	nt	nt	4%	nt
13	O=C(O)c1cccc(O)c1O	0.4%	-1.0	4%	-4%	i
14	COc1ccc(NS(=O)(=O)c2cccc(Cl)c2Cl)cc1S(=O)(=O)N1CCCCC1	0.3%	0.9	0%	-7%	i
15	CC1CC(C)CN(CCCNC(=O)Cn2ncc3c(=O)oc4ccccc4c32)C1 (stereo unspecified)	4.9%	1.0	-1%	-2%	i

nr	S2 tox	Nrf2 block	Mm-Cpn inhibitor	HepG2 tox
1	i	?	0%	-3%
2	?	6%	nt	12%
3	i	?	0%	2%
4	i	-9%	4%	0%
5	i	0%	0%	1%
6	i	3%	-7%	2%
7	i	nt	nt	-29%
8	i	?	-3%	-22%
9	i	?	-1%	-30%
10	?	?	0%	-18%
11	?	-13%	-1%	-53%
12	nt	?	nt	-42%
13	?	6%	nt	5%
14	i	-23%	3%	1%
15	i	12%	1%	-19%

# Additional structures
nr	SMILES	Nrf2 activator	CCT chaperon mod	TGFb inhibitor	A549 viability	pAkt inh
16	CCCCn1nc2cc(C(=O)NCc3ccc(C(F)(F)F)cc3C(F)(F)F)ccc2c1OCC	-1.9%	-0.2	-13%	4%	i
17	Clc1ccc(-n2nnc(-c3nccs3)n2)cc1Cl	5.8%	0.4	-3%	6%	i
18	Cc1ccc(OCCC(=O)OC(C)C(=O)NC2CC2)cc1 (stereo unspecified)	0.4%	-0.5	3%	14%	i
19	Cc1nc(CC(=O)N2CCN(S(=O)(=O)c3ccccc3C#N)CC2)cs1	-0.9%	-3.6	-7%	0%	i
20	Cc1c2ccccc2nc2c(F)c(NC(C)C)c(F)c(F)c12	4.1%	2.2	27%	-8%	i
21	O=S(=O)(Nc1cccc2c1ccc1cccn12)c1cccs1	-0.3%	-1.9	-9%	-4%	i
22	CSCC(=O)Nc1nc(-c2ccc3c(c2)OCCO3)cs1	6.1%	-0.6	-1%	-3%	i
23	Cc1ccc(N(Cc2ccc([N+](=O)[O-])cc2)C(=O)c2ccco2)cc1	0.4%	0.7	?	0%	i
24	CN(Cc1ccccc1)c1nc(CN2CCOCC2)nc2scc(-c3ccccc3)c12	-0.1%	-0.7	?	7%	i
25	CCN1C(=O)C(=O)N(CC(=O)Nc2cccc(C(F)(F)F)c2)C1=O	3.3%	-0.5	11%	-10%	i
26	Cc1cccc(N2CCN(C(=O)CS(=O)(=O)Cc3nc(-c4ccccc4F)oc3C)CC2C)c1 (stereo unspecified)	-0.2%	0.1	-29%	-9%	i
27	CCN(CC(=O)Nc1ccc(NC(C)=O)cc1)C(=O)Cc1ccccc1F	-0.1%	-1.1	4%	1%	i
28	CC(C)(C)CN1CCC(Oc2cccc(C(=O)NCCCOc3cccnc3)c2)CC1	-0.3%	1.6	7%	6%	i
29	O=C(Nc1cc(C(F)(F)F)ccc1F)C1CCCCC1	-1.1%	3.3	1%	-10%	i
30	CN=C(NC(=O)Nc1c(C)cccc1C)NC(=O)Nc1c(C)cccc1C	-0.1%	2.7	0%	-2%	i

nr	S2 tox	Nrf2 block	Mm-Cpn inhibitor	HepG2 tox
16	i	?	-4%	-14%
17	i	?	nt	-15%
18	i	11%	1%	3%
19	i	-14%	-1%	2%
20	nt	16%	-5%	-26%
21	i	6%	-2%	-22%
22	i	?	3%	-4%
23	i	?	-1%	1%
24	?	-18%	-4%	-23%
25	i	?	1%	-1%
26	i	16µM*	-1%	-19%
27	i	-9%	0%	-1%
28	i	-44%	4%	8%
29	i	21%	0%	-2%
30	i	-3%	-7%	-3%

# Pulled by structure from the entries so far, 3 records:
nr	SMILES	Nrf2 activator	CCT chaperon mod	TGFb inhibitor	A549 viability	pAkt inh
21	O=S(=O)(Nc1cccc2c1ccc1cccn12)c1cccs1	-0.3%	-1.9	-9%	-4%	i
30	CN=C(NC(=O)Nc1c(C)cccc1C)NC(=O)Nc1c(C)cccc1C	-0.1%	2.7	0%	-2%	i
22	CSCC(=O)Nc1nc(-c2ccc3c(c2)OCCO3)cs1	6.1%	-0.6	-1%	-3%	i

nr	S2 tox	Nrf2 block	Mm-Cpn inhibitor	HepG2 tox
21	i	6%	-2%	-22%
30	i	-3%	-7%	-3%
22	i	?	3%	-4%

# (more compounds)
nr	SMILES	Nrf2 activator	CCT chaperon mod	TGFb inhibitor	A549 viability	pAkt inh
31	COc1ccccc1-c1ccc(SCC(=O)NC2CCCC2)nn1	-0.5%	0.9	8%	-4%	i
32	Cc1ccc(CN2CCSc3ccc(C(=O)NCC(C)c4ccccc4)cc32)cc1 (stereo unspecified)	0.6%	nt	0%	6%	nt
33	CC(=O)Nc1ccc(-c2ccnc3c2CC(C(=O)Nc2cccc(OC(F)(F)F)c2)O3)cc1 (stereo unspecified)	0.3%	-1.4	?	nt	i
34	CCc1nnc(NC(=O)C23CC4CC(CC(C4)C2)C3)s1	0.2%	-2.1	-8%	3%	i
35	COc1ccc(OC)c(NC(=O)CSc2nc3cccnc3n2C)c1	0.2%	-1.0	-1%	-1%	i
36	Cn1cccc1/C=C1\SC(=O)N(CC(=O)Nc2ccc(Cl)cc2)C1=O	-0.9%	-0.8	2%	2%	i
37	CCCCC(=O)Nc1cccc(-c2cn3ccsc3n2)c1	5.6%	0.7	11%	4%	i
38	CC(c1ccccc1)C1C(C#N)=C(N)OC2=C1C(=O)CC(C)(C)C2 (stereo unspecified)	0.2%	-0.5	11%	-1%	nt
39	COc1ccccc1C(=O)NC(=S)N1CCc2ccccc21	-1.2%	0.6	8%	-2%	i
40	COc1ccc2c(c1OC)C(=O)N1C2SC[C@H]1C(=O)NC1CCCC1 (stereo partly specified)	-0.8%	-2.5	26%	5%	i
41	CCOc1cc(C2Nc3cccc4cccc(c34)N2)ccc1O	4.9%	0.6	0%	-17%	i
42	O=C(CSc1ncnc2sc3c(c12)CCCC3)c1ccccc1	-0.6%	-0.8	6%	1%	i
43	Cc1ccc(-n2c(SCC(=O)NCc3ccco3)nnc2-c2cccnc2)c(C)c1	2.8%	0.0	-29%	0%	i
44	COc1ccc2c(c1)C(C)CC(C)(C)N2C(=O)CSc1nc2ccccc2s1 (stereo unspecified)	0.1%	-1.3	?	-11%	i
45	COc1cc(C)ccc1OCC(=O)NC1CCCCCC1	3.9%	2.9	-23%	10%	i

nr	S2 tox	Nrf2 block	Mm-Cpn inhibitor	HepG2 tox
31	i	12%	0%	3%
32	i	9%	nt	-6%
33	?	nt	nt	-23%
34	i	?	0%	6%
35	i	-25%	-1%	-13%
36	i	-17%	1%	-23%
37	i	13%	3%	2%
38	nt	0%	-1%	8%
39	?	?	-11%	6%
40	i	-8%	2%	7%
41	?	-16%	0%	4%
42	i	9%	?	-8%
43	i	-10%	-1%	2%
44	i	-17%	-3%	1%
45	i	?	-1%	-13%

# Following part
nr	SMILES	Nrf2 activator	CCT chaperon mod	TGFb inhibitor	A549 viability	pAkt inh
46	O=C(COc1c(Br)cc(Br)cc1Br)N/N=C/c1ccco1	15%	-5.4	0%	-1%	i
47	CN(CCC1CCOCC1)C(=O)C1CCC(=O)N(CCc2ccccc2)C1 (stereo unspecified)	0.0%	-3.8	-1%	1%	i
48	Cn1c(=O)n(C)c2cc(/C=N/n3cnnc3)ccc21	1.8%	-0.8	-35%	nt	i
49	CC(C)NC(=O)CSc1nnc(-c2ccco2)n1N	-0.5%	-2.9	-9%	11%	i
50	N/C(Cc1ccc(Cl)cc1Cl)=N\OC(=O)Cc1ccccc1	3.6%	1.6	-16%	19%	i

nr	S2 tox	Nrf2 block	Mm-Cpn inhibitor	HepG2 tox
46	i	-17%	0%	-3%
47	i	2%	2%	1%
48	i	12%	-2%	-12%
49	i	16%	0%	1%
50	i	?	0%	-16%
